Vc quorum ag – induces V. cholerae light production without autoinducers. V. cholerae BH1578 lux reporter, luminescence, 6 h. activation, % at 18.7 µM. 350,000 tested, 0.16% active. AID 588436; in the data active means activation mostly above about 9.7%, no sharp cut-off; inconclusive means no clear call, values can overlap the other calls; inactive means mostly below about 3.7%; further: not every result past the cut was called active; inactives centre near 0; reference of the scale not given here
Y pestis TopoI – Y. pestis Topo-I inhibition via cleavage products; Y. pestis Topo-I cleavage product accumulation, plate reader; activity, % at 10 µM; 360,000 tested, 0.064% active; AID 504884; in the data active means activity above about 50%, passing the limit was not always enough; inconclusive means no clear call, values can overlap the other calls; further: inactives centre near 2
Anthrax LF prot – inhibitors of Bacillus anthracis lethal factor protease. P15917. multiplex microsphere protease cleavage assay, LF. inhibition, % at 10 µM. 360,000 tested, 0.12% active. AID 588501; further: plate controls were buffer without enzyme for full effect and enzyme alone for no effect
SSB-PriA inh – K. pneumoniae PriA-SSBct interaction inhibition; AlphaScreen SSBct-PriA binding, biotinylated peptide; inhibition, % at 33 µM; AID 1272365; 430,000 tested, 0.6% active; in the data active means inhibition mostly above about 37%, no sharp cut-off; inactive means mostly below about 20%;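 further: plate controls were negative control peptide for no effect and reference peptide for full effect; strong numbers were not always called active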
TcdB GH inh – inhibitors of Clostridioides difficile toxin B glycohydrolase; AID 652162; P18177; 350,000 tested, 0.24% active; TcdB glycohydrolase enzymatic assay, plate reader; inhibition, % at 9.99 µM; in the data active means inhibition above about 10%
Target sequence (P18177 whole entry, looked up): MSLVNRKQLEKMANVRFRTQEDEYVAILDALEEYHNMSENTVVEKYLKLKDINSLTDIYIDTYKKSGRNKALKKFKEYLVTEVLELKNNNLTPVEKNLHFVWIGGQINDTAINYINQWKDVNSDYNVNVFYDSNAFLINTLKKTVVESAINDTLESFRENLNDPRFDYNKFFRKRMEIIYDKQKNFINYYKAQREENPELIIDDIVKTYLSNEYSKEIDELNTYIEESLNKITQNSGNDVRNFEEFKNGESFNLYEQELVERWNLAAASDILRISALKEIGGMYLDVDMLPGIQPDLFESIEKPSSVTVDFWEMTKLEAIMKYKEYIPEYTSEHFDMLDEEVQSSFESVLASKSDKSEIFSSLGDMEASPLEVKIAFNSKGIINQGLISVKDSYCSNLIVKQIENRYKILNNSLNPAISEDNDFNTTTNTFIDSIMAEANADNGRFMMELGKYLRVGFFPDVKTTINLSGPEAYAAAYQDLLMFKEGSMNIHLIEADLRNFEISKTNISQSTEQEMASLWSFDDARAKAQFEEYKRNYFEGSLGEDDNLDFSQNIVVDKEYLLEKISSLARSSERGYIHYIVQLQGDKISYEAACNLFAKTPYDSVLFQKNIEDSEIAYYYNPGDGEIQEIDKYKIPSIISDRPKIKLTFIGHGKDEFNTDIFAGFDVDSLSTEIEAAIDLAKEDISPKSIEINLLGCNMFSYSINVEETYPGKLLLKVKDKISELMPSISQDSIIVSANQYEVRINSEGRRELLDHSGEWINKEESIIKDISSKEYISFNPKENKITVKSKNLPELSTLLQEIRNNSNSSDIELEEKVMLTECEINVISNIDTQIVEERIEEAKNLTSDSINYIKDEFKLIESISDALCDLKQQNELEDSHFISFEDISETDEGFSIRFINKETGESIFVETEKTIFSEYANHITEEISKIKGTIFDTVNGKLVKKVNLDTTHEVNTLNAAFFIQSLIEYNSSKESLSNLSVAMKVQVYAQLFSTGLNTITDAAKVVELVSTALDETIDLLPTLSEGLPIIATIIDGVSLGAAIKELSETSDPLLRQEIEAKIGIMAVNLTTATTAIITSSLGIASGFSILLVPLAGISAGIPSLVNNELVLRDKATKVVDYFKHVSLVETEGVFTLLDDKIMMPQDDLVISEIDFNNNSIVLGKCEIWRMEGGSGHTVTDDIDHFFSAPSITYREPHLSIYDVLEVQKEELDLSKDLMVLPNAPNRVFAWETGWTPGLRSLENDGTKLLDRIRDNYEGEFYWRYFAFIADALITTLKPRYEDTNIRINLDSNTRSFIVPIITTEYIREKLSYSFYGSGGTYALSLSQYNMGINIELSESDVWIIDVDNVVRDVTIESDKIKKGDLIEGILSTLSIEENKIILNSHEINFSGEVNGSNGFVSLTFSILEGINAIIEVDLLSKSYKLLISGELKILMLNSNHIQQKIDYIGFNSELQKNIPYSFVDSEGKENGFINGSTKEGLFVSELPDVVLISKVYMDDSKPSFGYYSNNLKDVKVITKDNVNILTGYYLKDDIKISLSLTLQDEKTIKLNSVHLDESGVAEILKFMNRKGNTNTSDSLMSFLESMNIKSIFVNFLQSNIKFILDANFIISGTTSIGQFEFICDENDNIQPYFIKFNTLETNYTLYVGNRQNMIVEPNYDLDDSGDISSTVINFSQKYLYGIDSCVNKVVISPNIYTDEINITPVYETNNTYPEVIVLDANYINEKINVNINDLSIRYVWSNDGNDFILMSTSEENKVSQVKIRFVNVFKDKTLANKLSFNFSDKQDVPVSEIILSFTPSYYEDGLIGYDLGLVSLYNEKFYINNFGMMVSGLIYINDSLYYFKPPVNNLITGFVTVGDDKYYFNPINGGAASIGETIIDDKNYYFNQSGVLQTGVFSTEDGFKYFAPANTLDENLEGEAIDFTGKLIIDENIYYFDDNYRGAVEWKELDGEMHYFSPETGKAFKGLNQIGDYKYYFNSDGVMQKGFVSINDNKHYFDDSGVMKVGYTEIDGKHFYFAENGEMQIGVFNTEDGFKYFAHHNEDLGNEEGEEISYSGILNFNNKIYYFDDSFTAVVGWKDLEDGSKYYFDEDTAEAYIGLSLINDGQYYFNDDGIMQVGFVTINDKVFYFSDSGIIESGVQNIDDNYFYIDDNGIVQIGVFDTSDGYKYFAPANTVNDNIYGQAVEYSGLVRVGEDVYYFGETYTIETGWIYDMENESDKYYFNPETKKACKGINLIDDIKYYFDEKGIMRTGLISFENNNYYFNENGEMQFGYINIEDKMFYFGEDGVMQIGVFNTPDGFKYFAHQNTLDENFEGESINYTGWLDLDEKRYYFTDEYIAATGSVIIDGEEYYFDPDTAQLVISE
BoNT A protease – blocks Botulinum neurotoxin A light chain protease; 360,000 tested, 0.17% active; AID 588499; inhibition, % at 10 µM; multiplex microsphere protease substrate cleavage, flow cytometry; further: plate controls were buffer without enzyme for full effect and enzyme alone for no effect
CCHFV vOTU inh – CCHFV vOTU protease inhibition; Pep-AMC fluorescence; inhibition, % at 11.5 µM; 370,000 tested, 0.55% active; in the data active means inhibition above about 30%; further: 0% = vehicle wells with enzyme and 100% = no enzyme wells
SARS 3CLpro inh – SARS-CoV 3CLpro protease inhibition; P0C6X7; recombinant SARS-CoV 3CLpro, quenched FRET peptide cleavage; inhibition, % at 6 µM; 290,000 tested, 0.14% active; AID 1706; in the data active means inhibition above about 12%
PfHsp40 rescue – restores yeast growth despite PfHsp40 toxicity. S. cerevisiae expressing PfHsp40, growth rescue, ATP luminescence. growth rescue, % at 12.5 µM. 340,000 tested, 0.68% active; in the data active means growth rescue above about 28%, passing the limit was not always enough; inconclusive means no clear call, values can overlap the other calls;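 further: yeast W303a lacking pdr1 and pdr3 grown in galactose medium; growth measured after three days at 30 °C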
DUSP3 inh – inhibitors of human VHR1 phosphatase (DUSP3). recombinant VHR phosphatase, pNPP absorbance. 290,000 tested, 0.52% active. P51452. inhibition, % at 13.3 µM. AID 1654; in the data active means inhibition above about 50%; further: some compounds called inactive have numbers as strong as hits
Active calls of the source: *; i = inactive; ? = inconclusive; . = no result given; & = joins results of further samples. Unless noted, no stated cut-off is given here; in the data, active means inhibition above about 30%; inconclusive means no clear call, values can overlap the other calls; inactive means below that. A portion of the library. The share of hits here may be higher or lower than overall.

1. CCCNC(=O)c1ccc(N2CCC3(CC2)CC(c2ccc(Cl)cc2)=NO3)c([N+](=O)[O-])c1
2. COc1cc(CN(CCc2c(C)[nH]c3ccc(C)cc23)C(=S)NC(C)(C)C)cc(OC)c1OC
3. O=C(O)c1ccc(S(=O)(=O)N2CCC3(CC2)CC(=O)c2ccccc2O3)cc1
4. COc1cc(/C=N\NC(=O)C2CC3C=CC2C3)ccc1O (stereo unspecified)
5. COC/C=C/C1=CC2=CC(=O)C(C)(OC(=O)c3cnc4ccccc4n3)C(=O)C2=CN1Cc1ccco1 (stereo unspecified)
6. Cc1cc(S(=O)(=O)N(Cc2ccccc2)Cc2ccc(N(C)C)cc2)ccc1-n1cnnn1
7. COc1ccc(N=Cc2c(O)[nH]c3ccccc23)cc1OC
8. COC(=O)CN(c1nc(C)cc(OC)n1)S(=O)(=O)c1ccccc1
9. COc1ccc(C(=O)N2CCc3c([nH]c4ccccc34)C2C(F)(F)F)cc1 (stereo unspecified)
10. COC(=O)c1sc2nc(C)cc(-c3ccccc3)c2c1N

assay / entry,1,2,3,4,5,6,7,8,9,10
Vc quorum ag,1.2,-0.2,i,-0.2,-1.3,-0.5,-0.3,-0.4,-0.3,i
Y pestis TopoI,17.5,23.0,13.9,-2.8,-7.0,42.7,-9.5,3.6,-6.0,-2.3
Anthrax LF prot,-9.1,-3.3,?,-1.8,-9.9,-6.3,10.8,-3.1,-11.1,-1.3
SSB-PriA inh,-6.2,12.5,-4.7,.,-1.5,8.2,28.0,-4.5,-3.1,-36.4
TcdB GH inh,1.2,-1.0,1.6,.,0.1,0.5,.,.,0.2,.
BoNT A protease,-0.4,-0.8,?,0.3,0.1,-0.8,-2.1,-0.4,-0.3,2.2
CCHFV vOTU inh,5.3,0.5,-10.7,-9.8,6.6,-7.7,11.0,5.9,-1.0,-17.2
SARS 3CLpro inh,-4.7,-2.0,.,6.6,.,0.3,-7.5,1.7,0.4,0.1
PfHsp40 rescue,-1.1,-1.0,-1.6,0.3,-0.9,9.3,18.8,-0.3,1.3,-0.9
DUSP3 inh,28.3,7.6,.,-3.9,.,26.7,-0.6,-3.9,36.0,22.7

11. CCOP(=O)(c1c(F)c(F)c(F)c(F)c1F)C1(O)CCCCC1 (stereo unspecified)
12. CSc1ccc(CN2CCN(C3CCCC3)C(CCO)C2)cc1 (stereo unspecified)
13. COCCN(C(=S)Nc1c(C)cccc1C)C(C)c1ccco1 (stereo unspecified)
14. Cc1ccc(-c2nnc(-n3nc(C)cc3C)c3ccccc23)cc1
15. Cc1noc(/C=C/N(C)C)c1S(=O)(=O)N1CCCC(C(=O)NC2CCCCC2)C1 (stereo unspecified)
16. CCOC(=O)CCSc1nc(-c2ccc3c(c2)OCO3)cc(C(F)(F)F)c1C#N
17. CSCC[C@H](NC(=O)Nc1ccc(S(N)(=O)=O)cc1)C(=O)O
18. CCOc1ccc(S(=O)(=O)Nc2ccc(C(=O)NCCCN3CCCC3=O)cc2)cc1
19. Oc1c(C(c2ccccc2)N2CCOCC2)ccc2ccccc12 (stereo unspecified)
20. COc1ccc(C(=O)NC2CCCc3ccccc32)cc1 (stereo unspecified)

assay / entry,11,12,13,14,15,16,17,18,19,20
Vc quorum ag,-1.0,i,-2.0,-0.3,-0.2,-1.6,-0.5,i,i,-0.3
Y pestis TopoI,1.6,2.4,5.5,1.8,23.4,2.2,-1.4,2.3,-11.7,4.7
Anthrax LF prot,-1.7,1.7,-4.9,0.6,-2.2,3.7,-1.0,-2.9,-6.6,1.8
SSB-PriA inh,-3.6,-6.8,8.8,-9.4,-3.5,-3.5,-17.1,-6.8,-12.9,4.1
TcdB GH inh,.,4.5,1.4,.,-0.9,0.6,-0.2,0.9,1.1,0.7
BoNT A protease,-0.5,0.5,-0.3,0.6,-0.7,6.5,-1.1,4.3,0.1,0.8
CCHFV vOTU inh,2.7,12.2,-7.2,6.0,9.4,-1.1,-13.8,-7.1,11.8,0.8
SARS 3CLpro inh,-7.5,-6.0,-3.5,1.6,1.9,-1.5,1.5,.,.,1.4
PfHsp40 rescue,-0.2,0.5,-0.1,0.2,-1.5,-0.6,2.1,-0.1,4.6,-0.5
DUSP3 inh,22.1,30.9,7.2,41.8,20.9,14.3,1.5,.,.,24.8

21. O=C(NC1CCc2ccccc21)c1cc(COc2ccc(F)cc2Cl)on1 (stereo unspecified)
22. OCCNc1nc2ccccc2[nH]1
23. CCC1CCCCN1C(=O)CSc1nc2ccsc2c(=O)n1Cc1ccccc1 (stereo unspecified)
24. O=C(NC1CCCC1)C(c1ccsc1)N(C(=O)Cc1cccs1)c1ccc(F)cc1 (stereo unspecified)
25. CCOc1cc2c(Cl)ncnc2c(OCC)c1OCC
26. NNc1nc2ccccc2c(=O)n1Cc1ccccc1
27. CCC(=O)NCC(c1cccs1)S(=O)(=O)c1ccc(C)cc1 (stereo unspecified)
28. O=C(c1cccc(Cl)c1)C1CCCN(C(=O)c2ccoc2)C1 (stereo unspecified)
29. Cc1c(NS(=O)(=O)c2ccc(Cl)c(C(=O)OC(C)C(=O)N3CCOCC3)c2)c(=O)n(-c2ccccc2)n1C (stereo unspecified)
30. CN(CC(=O)Nc1ccc(Cl)c(C(F)(F)F)c1)C(=O)Cn1cc([N+](=O)[O-])ccc1=O

assay / entry,21,22,23,24,25,26,27,28,29,30
Vc quorum ag,-0.4,i,-0.4,-0.4,0.4,-0.3,i,-0.2,-0.3,-0.3
Y pestis TopoI,16.4,11.4,21.6,2.5,-3.0,-2.0,-2.2,2.5,-7.8,-18.6
Anthrax LF prot,-6.8,4.6,-5.9,-2.8,2.6,-6.8,0.6,3.8,1.7,-8.0
SSB-PriA inh,-6.9,8.0&-14.7,-5.6,-10.8,-16.9,-10.5,-5.5,-1.8,-4.4,5.3
TcdB GH inh,0.9,.,.,.,1.3,0.6,1.2,0.5,-0.8,-0.1
BoNT A protease,-1.2,2.0,-0.1,0.3,-5.5,0.2,2.9,-0.2,0.4,0.5
CCHFV vOTU inh,-12.0,-10.5,-2.2,-5.5,-5.9,-6.0,26.2,-7.2,-1.0,0.5
SARS 3CLpro inh,3.5,-0.7,-0.5,-2.0,-2.0,-1.9,0.4,-4.3,7.9,.
PfHsp40 rescue,-0.8,0.6,0.0,0.2,-1.1,-0.7,-1.1,-0.1,0.4,-1.3
DUSP3 inh,-2.8,13.2,2.3,-10.7,-9.3,20.8,9.1,3.9,13.2,.

31. CCOC(=O)NCCc1ccc(OC)cc1
32. C(=Cc1c[nH]c2ccccc12)c1ccc2ccccc2n1
33. CCOC(=O)c1oc2ccccc2c1NC(=O)Cc1cccs1
34. Cc1ccc(NC(=O)CC2Oc3ccc(C)cc3NC2=O)cc1 (stereo unspecified)
35. c1ccc(-c2noc(CN3CCN(C(c4ccccc4)c4ccccc4)CC3)n2)cc1
36. CCN(CC(=O)Nc1c(F)cccc1F)C(=O)Cc1ccccc1
37. O=C(c1ccc2c(c1)N(Cc1ccc(F)cc1)C(=O)CS2)N1CCOCC1
38. O=C(CCCN1C(=O)C(c2ccccc2)Oc2cccnc21)NCc1ccccc1F (stereo unspecified)
39. Cc1c(Cc2ccccc2)sc(/N=C/c2ccc3ccccc3c2)c1C(N)=O
40. Cn1c(=O)c2cc(NC(=S)NCc3ccccc3F)ccc2n1Cc1cccc(C(F)(F)F)c1

assay / entry,31,32,33,34,35,36,37,38,39,40
Vc quorum ag,-2.1,-4.3,i,-0.2,i,-0.9,-0.1,i,-0.6,-5.0
Y pestis TopoI,4.1,-18.0,6.9,7.8,-4.2,-1.9,3.9,27.2,-9.2,13.4
Anthrax LF prot,-0.4,-13.5,-4.1,-3.5,-5.8,-4.4,0.1,-1.2,-1.2,0.8
SSB-PriA inh,0.1,-8.5,1.0&-25.4,-8.1,-8.8,-6.5,0.7,-8.1,.,.
TcdB GH inh,.,1.8,.,-0.2,.,1.3,.,0.6,.,-0.5
BoNT A protease,0.6,-1.5,-0.5,-0.7,-0.9,0.1,0.0,0.1,5.0,-0.2
CCHFV vOTU inh,12.2,21.6,-9.5,16.0,9.0,1.8,-4.2,2.9,.,-20.9
SARS 3CLpro inh,6.6,.,3.0,-0.6,-6.8,-2.3,3.9,4.5,1.9,.
PfHsp40 rescue,-0.5,1.9,-0.6,1.6,0.3,-0.3,-0.9,-1.5,1.9,.
DUSP3 inh,3.5,.,11.6,-7.8,-22.3,28.2,-1.0,-19.8,21.3,.

41. COc1ccc(CNC(=O)C(CC(C)C)NC(=O)c2ccccc2C)cc1 (stereo unspecified)
42. COc1cc(/C=N/NC(=O)c2cccc(C(=O)N/N=C/c3ccc(O)c(OC)c3)n2)ccc1O
43. COc1cc(-c2nnc(COc3ccc4ccccc4c3)o2)cc(OC)c1OC
44. CCCCOC(=O)/C=C/c1c(C)[nH]c(=O)[nH]c1=O

assay / entry,41,42,43,44
Vc quorum ag,-2.3,-8.3,i,-0.4
Y pestis TopoI,0.9,-15.8,22.5,-2.9
Anthrax LF prot,-2.9,-4.1,-0.8,-0.7
SSB-PriA inh,-14.2,.,1.1,-1.9
TcdB GH inh,2.4,-1.1,.,1.0
BoNT A protease,-1.2,-3.4,1.8,-0.5
CCHFV vOTU inh,-7.7,10.8,16.8,-5.1
SARS 3CLpro inh,2.1,-3.1,-1.7,2.3
PfHsp40 rescue,0.2,-0.9,0.9,0.0
DUSP3 inh,16.6,.,19.2,2.3

In the list so far, 6 have a thiophene ring, fused or not:
10. COC(=O)c1sc2nc(C)cc(-c3ccccc3)c2c1N
23. CCC1CCCCN1C(=O)CSc1nc2ccsc2c(=O)n1Cc1ccccc1 (stereo unspecified)
24. O=C(NC1CCCC1)C(c1ccsc1)N(C(=O)Cc1cccs1)c1ccc(F)cc1 (stereo unspecified)
27. CCC(=O)NCC(c1cccs1)S(=O)(=O)c1ccc(C)cc1 (stereo unspecified)
33. CCOC(=O)c1oc2ccccc2c1NC(=O)Cc1cccs1
39. Cc1c(Cc2ccccc2)sc(/N=C/c2ccc3ccccc3c2)c1C(N)=O

assay / entry,10,23,24,27,33,39
Vc quorum ag,i,-0.4,-0.4,i,i,-0.6
Y pestis TopoI,-2.3,21.6,2.5,-2.2,6.9,-9.2
Anthrax LF prot,-1.3,-5.9,-2.8,0.6,-4.1,-1.2
SSB-PriA inh,-36.4,-5.6,-10.8,-5.5,1.0&-25.4,.
TcdB GH inh,.,.,.,1.2,.,.
BoNT A protease,2.2,-0.1,0.3,2.9,-0.5,5.0
CCHFV vOTU inh,-17.2,-2.2,-5.5,26.2,-9.5,.
SARS 3CLpro inh,0.1,-0.5,-2.0,0.4,3.0,1.9
PfHsp40 rescue,-0.9,0.0,0.2,-1.1,-0.6,1.9
DUSP3 inh,22.7,2.3,-10.7,9.1,11.6,21.3

Screening results as filed in PubChem.
